CHRM1 agonist: activates human CHRM1 receptor. P11229. CHO-K1 hM1, Fluo-8 calcium fluorescence, agonist mode; 0% DMSO, 100% acetylcholine EC100. activation, % at 3 µM. 0.33% of 360,000 active;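 active = activation above the run's mean compound activation plus 3 SD, cut at about 16% in these data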;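 also: peak over basal fluorescence ratio within a 140 s kinetic read after compound addition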
Target sequence (P11229 whole entry, looked up): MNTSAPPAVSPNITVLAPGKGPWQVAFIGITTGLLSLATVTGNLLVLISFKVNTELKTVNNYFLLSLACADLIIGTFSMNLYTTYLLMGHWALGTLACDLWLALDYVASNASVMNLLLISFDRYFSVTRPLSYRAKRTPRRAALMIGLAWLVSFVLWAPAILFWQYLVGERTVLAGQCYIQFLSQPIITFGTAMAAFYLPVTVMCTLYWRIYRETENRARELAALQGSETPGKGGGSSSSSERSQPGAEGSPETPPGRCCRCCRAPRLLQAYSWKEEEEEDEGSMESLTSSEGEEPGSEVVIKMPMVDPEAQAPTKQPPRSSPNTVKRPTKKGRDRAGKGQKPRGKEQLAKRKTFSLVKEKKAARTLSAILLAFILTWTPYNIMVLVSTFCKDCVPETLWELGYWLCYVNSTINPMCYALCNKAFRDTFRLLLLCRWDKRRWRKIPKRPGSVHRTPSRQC
CHO parental Ca: counter-screen for OX1R antagonists: effect in parental CHO cells; parental CHO-K1, ATP-induced calcium, Fluo-8 fluorescence; inhibition, % at 5.6 µM; 0.63% of 330,000 active; AID 463079;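 active = inhibition above that plate's mean sample inhibition plus 3 SD, cut at about 26% in these data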;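 also: 0% = ATP-challenged DMSO wells and 100% = DMSO wells without ATP; some compounds past the cut are filed as inactive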
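Material – parental CHO cells · Reagent – ATP stimulus · Compound – single nominal dose of 5.6 µM per compound · Detection – Fluo-8 fluorescence · Read-out basis – percent inhibition of calcium signal · Controls – ATP-challenged DMSO wells low, unchallenged DMSO wells high · Repeats – no replicates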
TAAR1 ag: agonists of human TAAR1; Q96RJ0; CHO RD-HGA16 TAAR1, Fluo-8 calcium fluorescence; vehicle wells 0%, saturating PEA agonist 100%; activation, % at 3 µM; 0.99% of 360,000 active;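 active = activation above the mean activation of all test compounds in the run plus 3 SD, cut at about 38% in these data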
Target sequence (Q96RJ0 whole entry, looked up): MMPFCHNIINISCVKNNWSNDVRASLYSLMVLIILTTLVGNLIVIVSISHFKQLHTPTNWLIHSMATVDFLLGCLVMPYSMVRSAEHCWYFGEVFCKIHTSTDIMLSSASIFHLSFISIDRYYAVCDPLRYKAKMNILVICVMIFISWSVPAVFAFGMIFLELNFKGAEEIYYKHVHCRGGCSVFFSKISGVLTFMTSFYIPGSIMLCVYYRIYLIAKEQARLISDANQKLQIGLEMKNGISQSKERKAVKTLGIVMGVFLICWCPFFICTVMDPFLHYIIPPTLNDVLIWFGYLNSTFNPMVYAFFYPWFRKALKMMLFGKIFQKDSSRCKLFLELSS
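Repeats: no replicates (n 1) | Material: CHO-derived RD-HGA16 cells with stable Gα16 and human TAAR1 | Technique: Kinetic Fluo-8 calcium fluorescence | Schedule: 17-24 h seeding, 75 min 37 °C dye, 30 min RT | Evaluation: % activation from peak over basal fluorescence ratio, DMSO-to-PEA scaled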
CHO-K1 Ca antag: counter-screen for M1 antagonists: effect in parental CHO-K1 cells. 0.6% of 360,000 active. AID 602250. ATP-induced calcium, Fluo-8 fluorescence. inhibition, % at 3 µM;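 active = inhibition above a per-plate cutoff, the plate's mean sample inhibition plus 3 SD, cut at about 24% in these data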;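 also: 0% = DMSO plus EC80 ATP and 100% = DMSO alone without ATP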
M1 PAM: positive allosteric modulators of human M1 muscarinic receptor | 0.088% of 360,000 active | P11229 | AID 588819 | activation, % at 3 µM | CHO-K1 hM1, Fluo-8 calcium fluorescence, ACh EC20; 0% = ACh EC20, 100% = maximal ACh; in the data active = activation above about 19%, passing the limit was not always enough
M1 ag parental: counter-screen for M1 agonists: effect in parental CHO-K1 cells; Fluo-8 calcium fluorescence; scaled to maximal ATP response, vehicle zero; activation, % at 3 µM; 0.48% of 360,000 active; AID 602248; in the data active = activation above about 15%;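 also: untransfected CHO-K1 host cells lacking M1 receptor as counterscreen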
TAAR1 antag: antagonists of human TAAR1; CHO RD-HGA16 TAAR1, Fluo-8 calcium fluorescence, antagonist; Q96RJ0; inhibition, % at 3 µM; 1.5% of 360,000 active;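 active = inhibition above a per-plate cutoff, the mean inhibition of test compounds on that plate plus 3 SD, cut at about 49% in these data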;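 also: 0% = DMSO plus EC80 beta-PEA response and 100% = DMSO alone without agonist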
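Material: RD-HGA16 CHO cells with stable hTAAR1 and Gα16; Dosing: single nominal final test compound concentration of 3 µM; Schedule: seeding 17-24 h prior, 75-min 37 °C, 30-min RT dye loading; Detection: kinetic Fluo-8 calcium fluorescence measurement; Measure: % inhibition from peak post-agonist over basal fluorescence ratio; Benchmarks: vehicle and agonist controls.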
CHRM1 antagonist: human CHRM1 antagonism. P11229. CHO-K1 hM1, Fluo-8 calcium fluorescence, ACh EC80 antagonist. inhibition, % at 3 µM. 1.3% of 360,000 active. AID 588852;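 active = percent inhibition above its own plate's cutoff, namely the mean of that plate's compound wells plus 3 SD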;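 also: peak over basal fluorescence ratio during 140 s after agonist addition; 0% = ACh EC80 plus DMSO and 100% = DMSO alone without agonist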
M1 PAM parental: M1 PAM counterscreen hit in parental CHO-K1 cells. 0.02% of 360,000 active. activation, % at 3 µM. ATP EC20, Fluo-8 calcium fluorescence; 0% at ATP EC20, 100% at ATP max;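 active = activation above the run cutoff, the mean activation of all test compounds plus 3 SD, cut at about 40% in these data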;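 also: peak over basal fluorescence ratio in a 140 s read after ATP addition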
* marks the source's active call; other numbers are inactive results; . = no result given.

Start of the listing, in advance, 10 compounds:
1: CC(Nc1cccc(C(=O)NC2CC2)c1)c1nnc(-c2ccccc2)o1 (stereo not drawn)
2: CC(=O)c1c(C)[nH]c(C(=O)N2CCN(c3cc(Cl)ccc3C)CC2)c1C
3: Cc1cc(C)nc(NN=C2CCCC2)n1
4: CCOC(=O)c1[nH]c(C)c(C)c1C
5: COc1ccc(NC(=O)C[C@H]2C(=O)N(c3ccc(OC)cc3)C[C@@H]2C)cc1
6: O=C(Nc1cc(-c2nc3ncccc3o2)ccc1Cl)c1ccc([N+](=O)[O-])o1
7: O=C(OCCc1cc2ccccc2c(=O)o1)c1ccc(C(F)(F)F)cc1
8: COc1cc(Cl)cc(/C=N\NC(=O)c2ccc3c(c2)OCO3)c1O
9: O=C(c1ccc([N+](=O)[O-])s1)N1CCCc2ccccc21
10: CC(=O)c1sc2nc(=O)c(C)nn2c1C
Compound,1,2,3,4,5,6,7,8,9,10
CHRM1 agonist,1,5,-7,-5,8,-2,-2,6,-11,-4
M1 PAM,4,12,10,1,10,1,-4,12,-5,1
CHO-K1 Ca antag,-20,4,-13,1,-14,-1,-9,20,-8,-3
TAAR1 ag,-1,32,1,3,5,8,9,6,-6,5
M1 PAM parental,13,16,26,4,20,-12,-5,-15,13,5
CHO parental Ca,-20,-9,-4,-4,.,0,-13,.,-9,-3
CHRM1 antagonist,-19,-12,-9,8,-22,-4,-6,-10,2,8
M1 ag parental,1.0,1.1,1.5,2.1,5.8,0.7,0.5,0.3,-0.5,0.1
TAAR1 antag,-4,8,-3,-4,-19,-18,26,-3,18,-11

The list itself, from the start:
1: CC(Nc1cccc(C(=O)NC2CC2)c1)c1nnc(-c2ccccc2)o1 (stereo not drawn)
2: CC(=O)c1c(C)[nH]c(C(=O)N2CCN(c3cc(Cl)ccc3C)CC2)c1C
3: Cc1cc(C)nc(NN=C2CCCC2)n1
4: CCOC(=O)c1[nH]c(C)c(C)c1C
5: COc1ccc(NC(=O)C[C@H]2C(=O)N(c3ccc(OC)cc3)C[C@@H]2C)cc1
6: O=C(Nc1cc(-c2nc3ncccc3o2)ccc1Cl)c1ccc([N+](=O)[O-])o1
7: O=C(OCCc1cc2ccccc2c(=O)o1)c1ccc(C(F)(F)F)cc1
8: COc1cc(Cl)cc(/C=N\NC(=O)c2ccc3c(c2)OCO3)c1O
9: O=C(c1ccc([N+](=O)[O-])s1)N1CCCc2ccccc21
10: CC(=O)c1sc2nc(=O)c(C)nn2c1C
Compound,1,2,3,4,5,6,7,8,9,10
CHRM1 agonist,1,5,-7,-5,8,-2,-2,6,-11,-4
M1 PAM,4,12,10,1,10,1,-4,12,-5,1
CHO-K1 Ca antag,-20,4,-13,1,-14,-1,-9,20,-8,-3
TAAR1 ag,-1,32,1,3,5,8,9,6,-6,5
M1 PAM parental,13,16,26,4,20,-12,-5,-15,13,5
CHO parental Ca,-20,-9,-4,-4,.,0,-13,.,-9,-3
CHRM1 antagonist,-19,-12,-9,8,-22,-4,-6,-10,2,8
M1 ag parental,1.0,1.1,1.5,2.1,5.8,0.7,0.5,0.3,-0.5,0.1
TAAR1 antag,-4,8,-3,-4,-19,-18,26,-3,18,-11

11: O=C(NCCCn1ccnc1)/C(=C\c1ccco1)NC(=O)c1ccco1
12: CSCCC(NC(=O)COc1ccccc1)C(=O)N1CC(C)CC(C)C1 (stereo not drawn)
13: c1ccc2c(c1)-c1ccccc1C2N1CCOCC1
14: CCCNC(=O)c1cccc(COc2ccccc2OC)c1
15: CCn1c(=O)cc(SCC(=O)Nc2cc(OC)c(OC)c(OC)c2)c2ccccc21
16: NCC(=O)NCC(=O)OCc1ccccc1
17: Cc1ccc(C)c(N2CCN(C(=O)CCNS(=O)(=O)c3ccc4c(c3)oc(=O)n4C)CC2)c1
18: COc1cc(NC(=O)c2cccc(F)c2)cc(OC)c1OC
19: COc1ccccc1CNC(=O)CCNS(=O)(=O)/C=C/c1ccc(C)cc1
20: c1ccc(-c2oc3ncnc(NCCCN4CCOCC4)c3c2-c2ccccc2)cc1
Compound,11,12,13,14,15,16,17,18,19,20
CHRM1 agonist,-5,-3,-3,-6,-3,-2,1,-5,-4,-7
M1 PAM,-3,16,9,2,3,-1,-14,5,-1,-8
CHO-K1 Ca antag,11,-19,-19,11,7,-7,-2,9,-7,-1
TAAR1 ag,0,0,3,5,19,2,8,1,3,10
M1 PAM parental,0,21,28,-7,-2,-6,-14,21,7,5
CHO parental Ca,2,-30,.,-9,-23,2,10,-8,-14,-7
CHRM1 antagonist,5,-17,3,1,-5,2,14,3,1,1
M1 ag parental,0.5,0.6,0.1,0.1,0.9,-0.3,17*,0.3,1.9,1.6
TAAR1 antag,-4,-10,-3,3,-28,-9,18,8,2,-5

21: COC(=O)/C(=C\Nc1ccc(Oc2ccc(F)cc2F)nc1)NC(=O)c1ccccc1
22: Cc1cccn2c(=O)c3cc(C(=O)O)n(C)c3nc12
23: CCCCOc1cc(=O)[nH]c(=O)[nH]1
24: COc1ccc(CCNC(=O)Cn2ccc3c(OC)cccc3c2=O)cc1OC
25: CCN1CCN(c2cc(C)c3cc(NC(=O)c4ccc(C)c(C)c4)ccc3n2)CC1
26: CCCc1[nH]nc2c1C(c1cc(OC)cc(OC)c1)C(C#N)=C(N)O2 (stereo not drawn)
27: Fc1ccc(CNc2ccc(N3CCN(Cc4ccccc4)CC3)cc2)cc1
28: CC1CCC(NC(=O)CNC(=O)Cc2cccc3ccccc23)CC1 (stereo not drawn)
29: Cc1cccc(CCN(C(=O)Cc2cccs2)C(C(=O)NC2CCCCC2)c2cccnc2)c1 (stereo not drawn)
30: CCOc1ccc(Nc2nc(-c3sc(N)nc3C)cs2)cc1
Compound,21,22,23,24,25,26,27,28,29,30
CHRM1 agonist,1,1,-2,1,-10,-2,-9,-2,-4,-7
M1 PAM,0,7,5,0,5,5,0,6,10,3
CHO-K1 Ca antag,-3,-7,-12,-5,-12,-10,-9,-19,5,-4
TAAR1 ag,0,-1,3,1,-1,2,-1,0,3,-2
M1 PAM parental,-11,16,21,-12,-6,22,25,23,9,5
CHO parental Ca,-13,-12,9,-3,-14,-15,-17,-16,-20,-11
CHRM1 antagonist,-1,-6,-9,2,-13,1,-16,-5,-3,-2
M1 ag parental,0.1,-0.4,0.7,5.8,-0.4,0.8,1.7,2.5,0.3,-0.3
TAAR1 antag,-28,-6,-7,-27,2,-4,0,-19,-8,3

31: CC(=O)Nc1cccc(NC(=O)CSc2nnc(NC(=O)c3ccco3)s2)c1
32: Cc1nc2cc(-c3ccc(Cl)cc3)nn2c(NCCN(C)C)c1C
33: O=C(NCCc1ccccc1F)C1CC(=O)N(c2ccc3c(c2)OCCO3)C1 (stereo not drawn)
34: COc1ccc(C(=O)COC(=O)C(C(C)C)N2C(=O)C3C4C=CC(C4)C3C2=O)cc1 (stereo not drawn)
35: Cc1ccc(NC(=O)CCN2CCC(C(N)=O)CC2)cc1
36: Cc1ccc(C)c(N2CCN(C(=O)c3ccc4nsnc4c3)CC2)c1
37: O=C(Nn1cnnc1)C(Sc1ccccc1)c1ccccc1 (stereo not drawn)
38: N#Cc1nc(-c2ccc(F)cc2)oc1NCc1ccccc1
39: Cn1c(COc2ccc(Cl)cc2)nnc1SCC(=O)NC1CC1
40: CCOc1ccc(CCN2C(=O)C(=O)N([C@@H](Cc3ccc(O)cc3)CN3CCC[C@H]3CN3C(=O)C(=O)NC[C@@H]3CC(C)C)C[C@@H]2Cc2ccccc2)cc1
Compound,31,32,33,34,35,36,37,38,39,40
CHRM1 agonist,-1,-10,-4,-2,-2,-3,-2,-6,-6,.
M1 PAM,7,3,4,-6,-1,-4,7,-5,6,.
CHO-K1 Ca antag,-1,10,3,3,8,-10,-19,4,-9,-14
TAAR1 ag,11,12,2,10,-1,5,7,0,0,5
M1 PAM parental,5,-3,-6,-2,-10,8,13,0,27,6
CHO parental Ca,-5,-11,.,-18,-2,-17,-11,3,-19,.
CHRM1 antagonist,-7,-1,-13,-9,-1,7,-10,12,-1,.
M1 ag parental,0.3,-0.2,0.2,2.2,0.2,2.7,0.5,0.2,0.2,0.3
TAAR1 antag,-28,-4,-21,15,5,-8,6,10,4,-8

41: CCCn1c(SCCN2C(=O)c3ccccc3C2=O)n[nH]c1=O
42: CCCCC[C@H]1CN(Cc2ccccc2)C(=O)[C@@H]1CC(=O)NCc1ccccc1
43: COc1ccc(C(=O)CSc2nnc(NC(=O)C3CC(=O)N(c4ccccc4C)C3)s2)cc1 (stereo not drawn)
44: COc1ccccc1NC(=O)c1cc2c(CO)cnc(C)c2oc1=Nc1cccc(C(N)=O)c1
45: O=C(CCNC(=O)N1CC(=O)Nc2ccccc21)Nc1ccc(F)c(Cl)c1
46: COc1ccc(N2CCN(C(CNS(=O)(=O)c3cc(F)ccc3F)c3cccnc3)CC2)cc1 (stereo not drawn)
47: CCCC[C@@H](CNC)NC[C@H](NCCCCC1CCCCC1)C(C)C
48: CC(C)CCNC(=O)c1cc2c(s1)-c1ccccc1S(=O)(=O)C2
49: COc1cccc(OCc2cc(C(=O)N3CCC(c4ccncc4)CC3)no2)c1
50: CN(C)C(=O)Cn1cnc2c(cnn2-c2ccc(F)cc2)c1=O
Compound,41,42,43,44,45,46,47,48,49,50
CHRM1 agonist,-2,-4,-3,-3,-4,-5,-1,-2,0,-1
M1 PAM,3,0,-9,9,-6,-2,11,5,-10,3
CHO-K1 Ca antag,-4,-20,-1,-12,-11,7,10,-26,19,-2
TAAR1 ag,5,14,9,10,-1,13,12,4,1,2
M1 PAM parental,14,13,3,-2,-22,0,-9,20,-11,9
CHO parental Ca,4,-23,-4,-14,-8,-16,-12,-6,18,2
CHRM1 antagonist,-11,2,11,-13,7,3,-2,-17,23,-3
M1 ag parental,0.8,4.3,4.6,0.8,0.5,0.1,0.1,4.8,12,0.0
TAAR1 antag,-23,41,53*,-4,-17,-19,2,-11,-5,-21

51: Cc1cc(-c2c(C)[nH]n(-c3ccccc3)c2=O)n(-c2ccccc2)n1
52: CCN(CC)N=Nc1[nH]nc2nc(C)cc(C)c12
53: COc1ccc(C(=O)OCC(=O)Nc2ccc(N3CCOCC3)cc2)cc1
54: O=S(=O)(NCc1ccccn1)c1cc(C(F)(F)F)ccc1Cl
Compound,51,52,53,54
CHRM1 agonist,0,-3,-1,-1
M1 PAM,7,10,9,4
CHO-K1 Ca antag,-2,-1,-25,-15
TAAR1 ag,5,8,15,0
M1 PAM parental,18,-2,21,11
CHO parental Ca,-12,-11,-7,8
CHRM1 antagonist,-5,-17,-16,-6
M1 ag parental,0.5,-0.4,0.9,0.3
TAAR1 antag,-4,0,-8,10

From PubChem BioAssay
